Pf Dd2 inh – inhibitors of Plasmodium falciparum Dd2 growth | P. falciparum Dd2 growth, SYBR Green, 72 h | Potency, µM (doses to about 28.9 µM), for inactives: top-dose activity, negative = inhibition, usual class: inhibitors | hit rate 4.3% among 120,000 | AID 1347417; active = well fitted inhibition curve with a large enough effect; inconclusive = small, poorly fitted or top-dose-only effect; inactive = no such curve, though single readings can be large or run the other way;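 note: plate controls were DMSO vehicle for no effect and reference drug for full effect; nearly all actives have a fitted effect of over 65% in size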
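Readout: SYBR Green fluorescence, 485 nm excitation, 535 nm emission, after ~16 h lysis at 37C. Before that, Dd2-infected red cells (2.5% hematocrit) grew 72 h with compound, 29 uM top final concentration.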
The depositor's hits bear a star; i = inactive; u = inconclusive; [ ] = dose if it differs, or a comment. Potency is the fitted concentration of half-maximal effect.

SMILES | Pf Dd2 inh
Cc1cc2cccc(C(=O)N3CCC(Cn4cc(CO)nn4)CC3)c2o1 | -23.4%
O=C(O)c1ccc(-c2cccc(C(F)(F)F)c2)cc1 | 9.3%[44.1 µM]
CCCN(CCC)C(=O)Cn1c(=O)n(-c2ccc(C)cc2)c(=O)c2ccc(C(=O)NCc3ccccc3Cl)cc21 | -24.1%
Cc1cccc(OCCc2noc(C3CN(C(=O)c4ccsc4)C3)n2)c1 | -25.0%
COc1cccc(CC(=O)N2CCCCCCNC(=O)CC2c2ccccc2)c1 (stereo unspecified) | u
O=C(CCCc1ccccc1)N1CCCC1c1noc(COc2ccc(F)cc2)n1 (stereo unspecified) | -28.1%
COc1cc(=O)n2c(c1C(=O)Nc1ccc(C)cc1Cl)CCCC2 | 39.2%[activator]
C[C@]1(O)CCN(C(=O)c2ccc(N3CC(=O)NC3=O)cc2)C[C@@H]1O | -0.1%
CCC(C)(C)C(=O)N1CC(c2nnc(-c3ccc(C)cc3)o2)C2(CCOCC2)C1 (stereo unspecified) | i
CC(=O)N1CCc2cc(CNS(=O)(=O)c3ccc(F)cc3)ccc21 | 41.7%[activator]

Compounds shown so far that have an aryl methoxy group:
SMILES | Pf Dd2 inh
COc1cccc(CC(=O)N2CCCCCCNC(=O)CC2c2ccccc2)c1 (stereo unspecified) | u
COc1cc(=O)n2c(c1C(=O)Nc1ccc(C)cc1Cl)CCCC2 | 39.2%[activator]

The listing continues.
SMILES | Pf Dd2 inh
Cc1ccc(S(=O)(=O)c2cn(Cc3ccccc3Cl)c3ccc(F)cc3c2=O)cc1 | u
CC(Oc1ccccc1)C(=O)N1CCC(n2cc(-c3nc(-c4ccccc4)no3)nn2)C1 (stereo unspecified) | 63.2%
CCCn1c(=O)c2sccc2n2c(CCCC(=O)N3CCN(c4ccccc4)CC3)nnc12 | i
COCC(=O)NC1CCC12CCNCC2 (stereo unspecified) | -7.0%
O=C(Cn1nc2c(cc1=O)CCCCC2)NCCN1CCOCC1 | 0.5%
COc1ccc(F)cc1-c1ncc2c(n1)OCCN(CC1CC1)C2=O | -9.8%[44.1 µM]
Cc1ccc(C(=O)Nc2cccc(OCc3cc(=O)n4c5c(sc4n3)CCCC5)c2)cc1 | 10.7%
Cc1ccccc1C(=O)Nc1ccc(C(=O)OCc2cc(=O)n3c4c(sc3n2)CCCC4)cc1 | 6.8%
CC(C)CCN1CCC2(CC1)COc1ccccc1C(=O)N2 | u
CCc1ccccc1-n1nc(-c2c(C)nc3scc(CC(=O)NCc4ccccc4)n3c2=O)cc1C | u
CC(C)(C)CC(=O)N1CC[C@H](NC(=O)Nc2ccc(F)cc2F)[C@H]1C(=O)N[C@H](Cc1ccccc1)C(N)=O | i
CCc1ccc(NC(=O)C(CC)n2nnc(C(=O)OC)c2C(=O)OC)cc1 (stereo unspecified) | -14.6%
O=C(Nc1ccc(Br)cc1)C1CCN(c2cnccn2)CC1 | 14.4%
Cc1ccc(NC(=O)C2CCN(S(=O)(=O)c3ccc4c(c3)CCCC(=O)N4)CC2)c(Cl)c1 | -0.9%
O=C(NCCc1ccccc1)C(=O)NCC(c1cccs1)S(=O)(=O)c1cccs1 (stereo unspecified) | -16.0%
CN(Cc1ccc2nsnc2c1)Cc1cn(-c2ccccc2)nn1 | 2.1%
CC(=O)N[C@H]1C[C@@H](Cc2cc(C(C)(C)C)on2)C1(C)C | u
O=C(NC[C@H]1O[C@@H](CO)[C@@H](O)[C@H]1N1CCCC1)c1ccco1 | 23.3%[44.1 µM]
Cc1cc(Br)ccc1NC(=O)c1cc2c(s1)-c1ccccc1SC2 | 7.1%
COc1ccc(OC)c(CNC(=O)c2ccc(Sc3ccc(C)cc3)c(N)c2)c1 | 13.6%
Cc1ccc(S(=O)(=O)NC[C@H]2O[C@@H](CC(=O)N3CCN(c4ccccn4)CC3)[C@H](O)[C@@H]2O)cc1 | -14.7%
COCCOCC(=O)N1CCC(N2C(=O)CCC2C(=O)NCc2ccccc2)CC1 (stereo unspecified) | 1.0%
COc1ccc(-c2cc(N3CCN(C(=O)c4cc(C)cc(C)c4)CC3)n[nH]2)cc1 | -12.2%
CC(C)c1ccc(NC(=O)c2cnc3sc(N4CCCC4)nn3c2=O)cc1 | i
Cn1nc(C2CCCNC2)n(Cc2ccccc2)c1=O (stereo unspecified) | i
Cc1ccc(Cl)cc1NC(=O)N1CCc2cc(S(=O)(=O)N3CCC(C)CC3)ccc21 | 27.4%
CC(O)c1cc2n(n1)CCCN(c1ncnc3ccsc13)C2 (stereo unspecified) | -6.2%
CCOC(=O)c1ccc(NC(=O)CSc2nc(-c3ccc(F)cc3)cc(C(F)(F)F)c2C#N)cc1 | 10.7%
CCn1cc(S(=O)(=O)N2CCC(Cc3nc(-c4ccncc4)n[nH]3)C2)cn1 (stereo unspecified) | i
CN1CCN([C@@H]2[C@H](O)[C@H](CO)O[C@@H]2CNC(=O)c2ccccc2)CC1 | u

Quoted from the listing:
Pf Dd2 inh, `Cc1ccc(Cl)cc1NC(=O)N1CCc2cc(S(=O)(=O)N3CCC(C)CC3)ccc21` → 27.4%
Pf Dd2 inh, `CC(O)c1cc2n(n1)CCCN(c1ncnc3ccsc13)C2` (stereo unspecified) → -6.2%

Next section:
SMILES | Pf Dd2 inh
COCC[C@]1(O)CCN(C(=O)c2cc3c(s2)CCCC3)C[C@H]1C | -18.2%
CCC1CN(S(=O)(=O)c2cc(-c3cc(C)no3)ccc2C)c2cc(Cl)ccc2O1 (stereo unspecified) | u
COc1ccc(-c2nc(C(C)C)nc3c2CCN(C(=O)c2ccccc2Cl)CC3)cc1 | 10µM*
COCC1(CNC(=O)NC(C)C)C[C@@H](O)[C@@H](O)C1 (stereo partly specified) | 2.6%[44.1 µM]
COc1cccc(NS(=O)(=O)c2cc(-c3cnc(C4CC4)o3)ccc2C)c1 | u
COCCOCC1(CNS(=O)(=O)c2c(C)noc2C)C[C@@H](O)[C@@H](O)C1 (stereo partly specified) | i
CC(=O)Nc1ccc(CN2CCC23Cc2ccccc2NC3=O)cc1 (stereo unspecified) | -1.4%[44.1 µM]
COc1ccccc1CNC(=O)CC1COCCN1C(=O)C1CCCCC1 (stereo unspecified) | 3.4%
CCCc1noc(-c2ccc(NCc3ccc(C)cc3)c([N+](=O)[O-])c2)n1 | 12.3%
COc1ccc(CCCc2nnc(SCC(=O)Nc3ccc(OC)cc3)o2)cc1 | i[5.79 µM]
CCOc1ccccc1NC(=O)c1c2c(nc3ccccc13)C(=O)N(C1CCCCC1)C2 | u
O=C(c1nc(-c2ccc(Cl)cc2)c2cnccn12)N1CCOCC1 | u
Cc1nc(-c2ccc(S(=O)(=O)Nc3ccc(C#N)cc3)cc2)co1 | 6.9%
COCCNC(=O)c1nc(-c2ccc(Cl)cc2)c2ccccn12 | u
COc1cc(NC(=O)CN2C(=O)NC3(CCC(C)CC3)C2=O)cc(OC)c1 (stereo unspecified) | 9.2%
O=C(c1ccsc1)N1CCN(C(=O)N2CC3CC(C2)[C@H]2CCCC(=O)N2C3)CC1 (stereo partly specified) | -12.4%
COc1ccccc1NC(=O)C1=C(C)Nc2nc(SCC(=O)c3ccc(C)cc3)nn2C1c1ccc(F)cc1 (stereo unspecified) | 22.4%
Cc1cccc(-c2noc(-c3nc(C)no3)n2)c1 | 22.0%
C[S+](=O)([O-])N1CCC2(CC1)C(=O)NN=C2c1ccccn1 | i
Cc1ccc(NCc2cccn2-c2nnc(N3CCC(C(=O)NCc4ccc(OC(C)C)cc4)CC3)s2)cc1 | -28.2%
CN(C)c1ccc(C(=O)N2CCN(C(=O)c3nnn4c3COC(c3ccc(Cl)cc3)C4)CC2)cc1 (stereo unspecified) | i
COc1ccc(N2CC(NC(=O)C3CCCCC3)CC2=O)cc1OC (stereo unspecified) | 5.7%
CC1=NS(=O)(=O)N(Cc2ccccc2C(F)(F)F)C=C1C(=O)O | i
O=C(NCCc1cccs1)C1CCN(C(=O)c2ncn3c2COC(c2ccc(F)cc2)C3)CC1 (stereo unspecified) | -8.0%
COCCOC(=O)N1CCC(COc2ccc3c(cnn3CCC(=O)O)c2)CC1 | -19.9%[44.1 µM]
COc1ccccc1-c1cc2nc(C)c(CCC(=O)NCc3cccc(Cl)c3)c(C)n2n1 | u
Cc1nn2c(=O)cc(COC(=O)c3ccc(NC(=O)COc4ccccc4F)cc3)nc2s1 | -9.1%
Cc1ccc(Sc2c(C)nn(C(C)(C)C)c2OC(=O)CC(C)C)cc1 | u
COCc1ncc(C)n1CCNC(=O)c1ccc(OC)nc1OC | 17.7%
c1ccc(-c2ncc3c(n2)C[C@@H]2CC[C@H]3N2)cc1 | i

An excerpt of these results, comma-delimited:
molecule,Pf Dd2 inh
COc1cccc(CC(=O)N2CCCCCCNC(=O)CC2c2ccccc2)c1 (stereo unspecified),u
COc1ccc(OC)c(CNC(=O)c2ccc(Sc3ccc(C)cc3)c(N)c2)c1,13.6%
Cc1ccc(NCc2cccn2-c2nnc(N3CCC(C(=O)NCc4ccc(OC(C)C)cc4)CC3)s2)cc1,-28.2%
COc1ccc(-c2cc(N3CCN(C(=O)c4cc(C)cc(C)c4)CC3)n[nH]2)cc1,-12.2%
O=C(NC[C@H]1O[C@@H](CO)[C@@H](O)[C@H]1N1CCCC1)c1ccco1,23.3%[44.1 µM]

Carrying on.
SMILES | Pf Dd2 inh
O=C(Cn1cnc(S(=O)(=O)N2CCCC2)c1)Nc1ccccc1 | i
CCOc1ccc(-c2nonc2NC(=O)c2ccco2)cc1 | 31.9%[activator]
CCc1nc(-c2ccc(OC3CCN(Cc4cccc(F)c4)C3)cc2)no1 (stereo unspecified) | i[5.79 µM]
CCNC(=O)NCC12CCCC=C1NC(=O)CC2 (stereo unspecified) | 2.2%
CCC(CC)C(=O)N1C[C@@H](CO)[C@H](c2nc(-c3ccncc3)no2)C1 | 23.3%
Cn1c(SCc2cccc(F)c2)nc2c([nH]c3ccccc32)c1=O | 9.2%
Cc1nn2c(c1-c1ccccc1[S+](C)(=O)[O-])N(C(=O)c1ccccc1)CCC2 | -9.3%[44.1 µM]
COc1ccc(Cn2c(C(=O)O)c(CNCc3cccs3)c3ccc(C)cc32)cc1 | u
COC[C@H]1C[C@@H](NCc2nccn2C)[C@H](O)[C@@H]1O | -5.7%[44.1 µM]
Cc1ccoc1C(=O)N[C@@H]1CN(c2ncccn2)C[C@H]1CO | 29.0%
Cn1ccc(C(=O)N2CC(CNC(=O)Nc3ccccc3)C3(C2)CN(c2ccccc2)C3)n1 (stereo unspecified) | -25.3%
CC(C)c1nc(NCc2ccccc2Cn2cccn2)c2cnn(C)c2n1 | u
COc1ccc(C2(C(=O)NCCc3ncc(C)n3CC3CC3)CC2)cc1 | -32.3%
CCCc1ccc(S(=O)(=O)N2CCN(C3CCN(CCOC)C3=O)CC2)cc1 (stereo unspecified) | i
COc1cccc(/C=C(\C#N)c2nc3ccccc3c(=O)[nH]2)c1OC | 27.0%
COCCNC(=O)CSc1c2c(nc3cc(Cl)ccc13)CCCC2 | -23.5%
CC[C@H](C)[C@H](N)C(=O)N1CCC2(CC1)Nc1ccccc1NC2=O | -5.1%
COc1cc(NC(=O)C2=CC(c3ccc(F)cc3)=NS(=O)(=O)N2C)cc(OC)c1OC | u
COc1cc2[nH]c(=O)n(CCCC(=O)N3CCN(c4cccc(C(F)(F)F)c4)CC3)c(=O)c2cc1OC | i
CSc1cccc(NC(=O)C2CCN(C(=O)c3cnn(-c4ccccc4)c3-n3cccc3)CC2)c1 | -22.2%
CSc1ccc(CCNC(=O)c2ccc3c(c2)c(C)c(C)n3Cc2ccc(F)cc2)cc1 | 8.7%
COc1ccc(NC(=O)c2cc3c(N(C)Cc4ccccc4)nc(C)cn3n2)cc1F | i
CC1=C[C@@H](CNC(=O)c2ccc(C#N)cc2)[C@H](C(C)C)C[C@H]1CC(=O)N1CCCC1 | -12.5%[44.1 µM]
COc1ccccc1CNC(=O)CCCCn1c(=O)c2ccccc2n(Cc2ccccc2C)c1=O | u
O=C(N1CCN(S(=O)(=O)c2cccnc2)CC1)N1CC2CC(C1)[C@H]1CCCC(=O)N1C2 (stereo partly specified) | -9.3%
COc1ccc(OC)c(NC(=O)C2CCN(C(=O)N3CC4CC(C3)[C@H]3CCCC(=O)N3C4)CC2)c1 (stereo partly specified) | -23.7%
CN(C(=O)c1cccc(Cl)c1)C1CCCc2ccccc21 (stereo unspecified) | u
COc1cc(OC)cc(N2C(=O)[C@@H]3C[C@@H](NC(=O)c4ccc(SC)cc4OC)CCN3C2=O)c1 | u
CN(C)c1ccc(CN2CCC(Oc3ccc(Cl)cc3)(C(=O)O)CC2)cn1 | 17.6%
COc1cccc([S+](=O)([O-])N2CCC3(C2)C(=O)N(C)c2ccccc23)c1 (stereo unspecified) | u
O=C(c1ccccn1)N1CC(F)(F)C[C@H]1c1nc(-c2ccncc2)no1 | -4.4%
CCOC(=O)N1CCN(C2CCN(c3cc(CC)nc(C)n3)CC2)CC1 | -6.6%
Cc1ccc(CNC(=O)C2CCN(Cc3nc(-c4cccc(Br)c4)oc3C)CC2)cc1 | 18.4%
O=C(NC1CC1)c1ccc(N2CC3CC(C2)[C@H]2CCCC(=O)N2C3)nc1 (stereo partly specified) | i
Cc1ccc(NC(=O)CN2C(=O)CSc3ccc(S(=O)(=O)N4CCCC4)cc32)cc1F | 20.7%
NC1CCc2nn(CC(=O)NCc3ccc(F)cc3Cl)c(=O)n2CC1 (stereo unspecified) | 28.6%
O=C(CC1CCCC1)N1CCC(N2CC3CC(C2)[C@H]2CCCC(=O)N2C3)CC1 (stereo partly specified) | -2.6%
COCCN1C(=O)c2cccn2CC1CNC(=O)c1cccc(C)c1 (stereo unspecified) | -4.5%
COc1ccc(C(=O)N(C)Cc2ccc(-c3ccccc3)cc2)cc1 | -0.8%[44.1 µM]
COCCNC(=O)c1ccc2c(c1)N(C)C(CC(=O)N1CCCOCC1)CO2 (stereo unspecified) | u

Screening data (PubChem BioAssay)

Not all compounds are listed (hit frequency here may not be typical).
